Screening results: PubChem, Southern Research Specialized Biocontainment Screening Center
tuberculosis growth = growth inhibition of non-replicating M. tuberculosis (AID 488890). Mycobacterium tuberculosis non-replicating, growth inhibition; higher % means a stronger effect. one-dose inhibition, % at 25 µM; IC50 in µM for titrated hits. 320,000 tested, 0.39% active; in the data active = a potency from the dose series; inconclusive = inhibition mostly from about 82% at the one dose, without a potency; inactive = the rest, 99 in 100 with inhibition below about 76%;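 also: plate controls were DMSO cells for no effect and high antibiotic wells for full effect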
H37Rv inhibition = M. tuberculosis growth inhibition, HTS (AID 449762). 330,000 tested, 0.59% active. M. tuberculosis H37Rv growth inhibition, 7H9 media; higher % means a stronger effect. inhibition, % at 25 µM, or IC50 in µM where a hit was titrated; in the data active = a potency from the dose series; inconclusive = inhibition above about 70% without an active follow-up result;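 also: bacterial growth assessed after seven days of incubation; strong numbers were not always called active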
inhibitors of VEEV = inhibitors of VEEV TC-83 cytopathic effect, confirmation, Vero cells (AID 588727); Vero cells, VEEV TC-83 cytopathic effect inhibition; higher % means a stronger effect; inhibition, % at 20 µM, or IC50 in µM where a hit was titrated; 350,000 tested, 0.13% active; in the data active = a potency from the dose series; inconclusive = inhibition mostly from about 14% at the one dose, without a potency; inactive = the rest, 99 in 100 with inhibition below about 12%; also: strong numbers were not always called active
Salmonella PhoP GFP = PhoP regulon inhibitors, Salmonella typhi PhoP promoter GFP reporter, confirmatory (AID 1850); Salmonella Typhi PhoP-promoter GFP reporter, fluorescence, 4 h; higher % means a stronger effect; inhibition, % at 50 µM, or IC50 in µM where a hit was titrated; 310,000 tested, 0.33% active; in the data active = a potency from the dose series; inconclusive = inhibition mostly from about 25% at the one dose, without a potency; inactive = the rest, 99 in 100 with inhibition below about 19%;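 also: 0% = induced wells with vehicle and 100% = uninduced wells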
influenza NS1A = H1N1 influenza NS1A inhibitors, functional cell based assay (AID 504329) | NS1A functional cell-based assay, percent inhibition; higher % means a stronger effect | one-dose inhibition, % at 12.5 µM; IC50 in µM for titrated hits | 340,000 tested, 0.3% active; in the data active = a potency from the dose series; inconclusive = inhibition above about 27% without an active follow-up result; also: strong numbers were not always called active
inhibitors of VEEV 10K pilot screen = also measured in inhibitors of VEEV; calls as there; inhibition, %; measured here: 10K pilot screen inhibition
The depositor's hits bear a star; i = inactive; ? = inconclusive; nt = not tested or not shown. Not a hit list, and some 1.6% of all compounds hit somewhere here.

Sample of the layout (6 entries):
SMILES	tuberculosis growth	H37Rv inhibition	inhibitors of VEEV	Salmonella PhoP GFP	influenza NS1A	others
NC(=O)c1ccc(SCC(=O)OCC(=O)NCc2ccco2)c([N+](=O)[O-])c1	-8%	0%	2.2%	-2%	-5%
Cc1cc(SCc2c(F)cccc2Cl)nc(=O)[nH]1	2%	4%	3.5%	8%	-2%
CC(=O)OC(C(=O)Nc1nccs1)c1ccccc1 (stereo not drawn)	10%	4%	0.5%	4%	-2%
CCOc1cc(NC(=S)Nc2ccccc2)c(OCC)cc1NC(=O)c1ccccc1	?	62%	2.8%	5%	16%
Cn1cc(S(=O)(=O)Nc2ccc(Br)cc2F)c(=O)n(C)c1=O	-14%	-2%	2.3%	-4%	31%	inhibitors of VEEV 10K pilot screen=0.9
CCOC(=O)CNc1nnc(SCC(=O)OCC)[nH]c1=O	52%	-3%	i	1%	1%

The whole of this part, previewed entries included:
SMILES	tuberculosis growth	H37Rv inhibition	inhibitors of VEEV	Salmonella PhoP GFP	influenza NS1A	others
NC(=O)c1ccc(SCC(=O)OCC(=O)NCc2ccco2)c([N+](=O)[O-])c1	-8%	0%	2.2%	-2%	-5%
Cc1cc(SCc2c(F)cccc2Cl)nc(=O)[nH]1	2%	4%	3.5%	8%	-2%
CC(=O)OC(C(=O)Nc1nccs1)c1ccccc1 (stereo not drawn)	10%	4%	0.5%	4%	-2%
CCOc1cc(NC(=S)Nc2ccccc2)c(OCC)cc1NC(=O)c1ccccc1	?	62%	2.8%	5%	16%
Cn1cc(S(=O)(=O)Nc2ccc(Br)cc2F)c(=O)n(C)c1=O	-14%	-2%	2.3%	-4%	31%	inhibitors of VEEV 10K pilot screen=0.9
CCOC(=O)CNc1nnc(SCC(=O)OCC)[nH]c1=O	52%	-3%	i	1%	1%
CCN(CC(=O)Nc1ccc(NC(C)=O)cc1)C(=O)CSC(=S)N1CCCC1	?	-3%	1.0%	nt	-3%
Cc1ccc(NC(=O)Cc2nnc(SCC(=O)Nc3nncs3)n2C)c(C)c1	-15%	-3%	1.2%	8%	1%
CC(C(=O)NCC1CCCCC1)N1CCN(S(=O)(=O)c2ccccc2F)CC1 (stereo not drawn)	1%	1%	1.1%	0%	1%
COc1ccc(S(=O)(=O)N2CCC(C(=O)OCC(=O)c3ccccc3)CC2)cc1[N+](=O)[O-]	12%	-4%	0.3%	-2%	17%
COC(=O)c1c(C(=O)OC)c(-c2ccc(Cl)c(Cl)c2)n2c1CCC2	8%	5%	i	4%	4%
N=c1ccn(CC(=O)c2ccc(-c3ccccc3)cc2)cc1	45%	7%	0.6%	-12%	12%
CC1(C(=O)N/N=C/c2ccc3c(c2)OCO3)CC1(Br)Br (stereo not drawn)	3%	-8%	9.4%	-4%	0%
O=C(Cn1nc(C(=O)O)c2ccccc2c1=O)Nc1ccc(F)cc1	-9%	2%	1.2%	-5%	3%
COc1ccc(NC(=O)CN2CCN(c3ccccn3)CC2)cc1Cl	19%	-4%	0.6%	-4%	-19%
Cc1ccccc1CN1CCN(CC(=O)NCc2ccccc2)C1=O	-4%	-4%	i	-6%	3%
Cc1ccc(-c2nn[nH]n2)o1	-4%	5%	4.0%	1%	-7%
O=C(COc1ccc(Cl)cc1)NNC(=O)c1ccc2c(=O)n3c(nc2c1)CCC3	-14%	-11%	i	0%	-5%
COc1ccc2[nH]c3c(=O)n(CCCCCC(=O)NCCC(C)C)c(=S)[nH]c3c2c1	8%	9%	1.6%	-23%	-3%
Cc1cc(C)c(C(=O)C(C)OC(=O)C2=COCCO2)cc1C (stereo not drawn)	5%	62%	2.6%	-8%	-7%
Cc1[nH]n(-c2ccccc2)c(=O)c1C(c1ccc(O)c([N+](=O)[O-])c1)c1c(C)[nH]n(-c2ccccc2)c1=O	18%	2%	2.6%	13%	16%	inhibitors of VEEV 10K pilot screen=1.0
O=C(NCC1CCCO1)C(=O)NCC(c1ccco1)N1CCN(c2ccccc2)CC1 (stereo not drawn)	2%	0%	0.3%	-8%	7%
O=C1NC(c2ccccc2)Oc2ccccc21 (stereo not drawn)	-13%	-2%	i	-2%	-4%
CC(C)CN(CCNC(=O)CC1Oc2ccccc2NC1=O)CC(C)C (stereo not drawn)	nt	2%	0.8%	-4%	-3%
O=C(N/N=C/c1ccc[nH]1)c1cc(-c2cccs2)nc2ccccc12	-2%	29%	7.9%	-22%	-5%

5 records drawn at random from those above:
SMILES	tuberculosis growth	H37Rv inhibition	inhibitors of VEEV	Salmonella PhoP GFP	influenza NS1A	others
Cc1[nH]n(-c2ccccc2)c(=O)c1C(c1ccc(O)c([N+](=O)[O-])c1)c1c(C)[nH]n(-c2ccccc2)c1=O	18%	2%	2.6%	13%	16%	inhibitors of VEEV 10K pilot screen=1.0
CC1(C(=O)N/N=C/c2ccc3c(c2)OCO3)CC1(Br)Br (stereo not drawn)	3%	-8%	9.4%	-4%	0%
CC(=O)OC(C(=O)Nc1nccs1)c1ccccc1 (stereo not drawn)	10%	4%	0.5%	4%	-2%
COc1ccc(NC(=O)CN2CCN(c3ccccn3)CC2)cc1Cl	19%	-4%	0.6%	-4%	-19%
Cn1cc(S(=O)(=O)Nc2ccc(Br)cc2F)c(=O)n(C)c1=O	-14%	-2%	2.3%	-4%	31%	inhibitors of VEEV 10K pilot screen=0.9

(continued)
SMILES	tuberculosis growth	H37Rv inhibition	inhibitors of VEEV	Salmonella PhoP GFP	influenza NS1A	others
CC(C)OC(=O)[C@H]1[C@H](c2ccc(Cl)cc2)[C@@](C#N)(C(N)=O)[C@@H]2C=CC(C(N)=O)=CN21	nt	nt	9.9%	nt	-10%
COc1ccccc1/C=N/NC(=O)C(=O)Nc1ccccc1OC(F)(F)C(F)F	6%	-6%	1.1%	-4%	-1%
COc1ccc(C2Nc3ccccc3C(=O)N2O)cc1OC (stereo not drawn)	5%	5%	2.2%	0%	1%
O=C(OCc1c(F)cccc1Cl)c1cccc(S(=O)(=O)N2CCOCC2)c1	28%	-3%	4.6%	nt	-4%
CCCC(=O)Nc1cc(C(=O)O)ccc1S(=O)(=O)c1ccc(C)cc1	-11%	-3%	0.3%	-5%	2%
CCOC(=O)C1(CC2CCCCO2)CCN(Cc2ccc(OC)cc2F)CC1 (stereo not drawn)	15%	-6%	i	-20%	-6%
CCCOc1ccc(N2CC(C(=O)Nc3ccccc3OC)CC2=O)cc1 (stereo not drawn)	74%	9%	i	-5%	-3%
C/C(=N/Nc1ccccc1C(=O)O)c1cccs1	72%	11%	0.9%	-8%	-15%
C=CCn1c(CSc2nc3ccccc3s2)nnc1SCC(=O)NCc1ccccc1	33%	-9%	0.1%	-5%	-6%
O=C(CSc1nnc(-c2ccccc2Cl)o1)Nc1ccc2c(c1)OCCO2	23%	-23%	i	-6%	-3%
CCOc1cc(N2CCOCC2)c(OCC)cc1NC(=O)Cc1ccccc1	15%	-7%	0.1%	-5%	3%
CCCC(C)NC(=O)C1CCN(S(=O)(=O)c2ccccc2)CC1 (stereo not drawn)	1%	3%	i	1%	-2%
COc1ccc(CNc2ccc3cn[nH]c3c2)c(OC)c1OC	5%	-8%	1.0%	-8%	19%
O=S1(=O)NC(=NCc2ccccc2)c2ccccc21	-7%	-2%	0.6%	-13%	-6%
O=C(NCc1ccco1)C1CCCN1C(=O)Nc1cccc(Cl)c1 (stereo not drawn)	13%	1%	i	2%	-5%
CC(=O)NCc1ccc(S(=O)(=O)NC2CCN(Cc3ccccc3)CC2)cc1	-9%	-10%	nt	6%	nt
C[C@@H]1COC(=O)[C@H](Cc2ccc(F)cc2)C/C=C\C[C@@H](CC(=O)NCCO)C(=O)N1	5%	2%	0.3%	nt	5%
c1ccc2[nH]c(SCC3CCCCO3)nc2c1 (stereo not drawn)	8%	4%	1.2%	9%	-1%
Cc1cc2sc(C(=O)O)c(C)c2s1	18%	7%	1.3%	-14%	-6%
COc1ccc(/C=N/n2cc(-c3ccccc3)nc2N)cc1	41%	?	5.5%	0%	4%
CC1Cc2nc(SCC(=O)NCc3ccco3)n(-c3ccccc3)c(=O)c2S1 (stereo not drawn)	-1%	-7%	2.5%	-9%	-7%
CC(NC(=O)N(Cc1ccccc1)Cc1ccc2c(c1)OCO2)(C(F)(F)F)C(F)(F)F	5%	-1%	i	1%	-5%
CC(NC(=O)NC(=O)c1ccc(F)cc1)C1CC1 (stereo not drawn)	-1%	5%	1.3%	nt	-5%
Cc1c(C(N)=O)cc([N+](=O)[O-])cc1[N+](=O)[O-]	nt	nt	1.1%	nt	1%
O=C(N/C(=C/c1cccs1)C(=O)N1CCOCC1)c1ccco1	3%	4%	0.8%	3%	3%

Going on with the list:
SMILES	tuberculosis growth	H37Rv inhibition	inhibitors of VEEV	Salmonella PhoP GFP	influenza NS1A	others
COc1ccc2[nH]c(C(=O)N3CCN(C)CC3)c(C)c2c1	-11%	-5%	1.1%	8%	-22%
COC(=O)c1cc(S(=O)(=O)NCCN2CCN(c3ccccc3F)CC2)c[nH]1	-5%	-9%	0.3%	-9%	-4%
Cc1csc(SCC(=O)Nc2sccc2C#N)n1	15%	0%	0.6%	7%	10%
O=C1c2ccccc2C(Nc2ccc(F)c(Cl)c2)N1c1ccccn1 (stereo not drawn)	28%	0%	1.3%	-1%	5%
CC(C(=O)NCC1CCCO1)N(C(=O)c1snc(C(N)=O)c1N)c1cccc(F)c1 (stereo not drawn)	-11%	-5%	0.9%	-5%	1%
Cc1ccc(S(=O)(=O)Nc2cccnc2)c(C)c1C	-6%	1%	0.1%	2%	-5%
CCn1nc(C)c(CN2CCc3c([nH]c4ccccc34)C2c2ccc(F)c(OC)c2)c1C (stereo not drawn)	23%	11%	2.7%	-9%	16%
Cc1oc(-c2ccc(Cl)cc2)nc1CSCC(=O)NC1CCN(Cc2ccccc2)CC1	27%	5%	i	5%	9%
Cn1c(=O)c2c(nc3n2CCCN3CCc2ccccc2)n(C)c1=O	3%	11%	5.9%	-6%	-5%
CC(=O)c1cccc(NS(=O)(=O)N2CCCCC2)c1	-20%	-1%	1.8%	7%	1%
O=C(Nc1ccc(Br)cc1)c1cc(-c2ccncc2)nc2ccccc12	27%	?	11%	nt	-6%
O=C(N/N=C/c1sc2ccccc2c1O)c1ccccc1	?	?	9.8%	-3%	16%	inhibitors of VEEV 10K pilot screen=14
COc1ccc(C(=O)Nc2nc3cc4c(cc3s2)OCO4)c(OC)c1	-12%	11%	2.1%	12%	0%
O=C(Oc1ccccc1C(=O)N1CCOCC1)c1ccccc1	-6%	-3%	2.0%	0%	-1%	inhibitors of VEEV 10K pilot screen=0.7
Cc1sc2ncn(CC(=O)NCCN(C)C)c(=O)c2c1S(=O)(=O)N1CCC(C)CC1	-13%	1%	0.8%	5%	7%
CCN1CCN(C(=O)/C=C/c2ccc(C(C)C)cc2)CC1	-1%	-1%	1.6%	-10%	2%
Cc1cc(C)n2nc(C(=O)OCC(=O)Nc3ccc(C)c(S(=O)(=O)N(C)C)c3)nc2n1	-7%	5%	2.3%	nt	-7%
CC(C)(C)c1ccc(C(=O)Nc2ccc(S(N)(=O)=O)cc2)cc1	4%	34%	1.7%	-14%	3%

Copied from the entries so far, 3 compounds:
SMILES	tuberculosis growth	H37Rv inhibition	inhibitors of VEEV	Salmonella PhoP GFP	influenza NS1A	others
COc1ccc2[nH]c(C(=O)N3CCN(C)CC3)c(C)c2c1	-11%	-5%	1.1%	8%	-22%
COC(=O)c1cc(S(=O)(=O)NCCN2CCN(c3ccccc3F)CC2)c[nH]1	-5%	-9%	0.3%	-9%	-4%
Cc1csc(SCC(=O)Nc2sccc2C#N)n1	15%	0%	0.6%	7%	10%
